Assay outcomes as filed in PubChem.
Pf Dd2 inh: P. falciparum Dd2 growth inhibitors, primary screen, SYBR Green fluorescence, single dose replicates | 72 h; hits give low values | activity change, % at 10 µM | actives 2.3% (n = 94,000) | AID 1159554, 2015; in the data active = activity change below about -80%; inconclusive = no clear call, values can overlap the other calls
GASC1 inh: inhibitors of GASC-1 (KDM4C) histone demethylase, primary screen, biochemical, single concentration HTS; Lysine-specific demethylase 4C (Homo sapiens), Q9H3R0; AID 720574, 2013; GST-KDM4C 2-372, H3K9me3 peptide, LANCE TR-FRET; actives 0.15% (n = 96,000); inhibition, % at 12.5 µM;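 active = mean replicate inhibition above about 25%, with at least 55% of replicates also reaching it, limit read from the data, passing the limit was not always enough; inconclusive = only one of those two conditions met; inactive = neither condition met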
Target sequence (Q9H3R0 2-372 limits assumed): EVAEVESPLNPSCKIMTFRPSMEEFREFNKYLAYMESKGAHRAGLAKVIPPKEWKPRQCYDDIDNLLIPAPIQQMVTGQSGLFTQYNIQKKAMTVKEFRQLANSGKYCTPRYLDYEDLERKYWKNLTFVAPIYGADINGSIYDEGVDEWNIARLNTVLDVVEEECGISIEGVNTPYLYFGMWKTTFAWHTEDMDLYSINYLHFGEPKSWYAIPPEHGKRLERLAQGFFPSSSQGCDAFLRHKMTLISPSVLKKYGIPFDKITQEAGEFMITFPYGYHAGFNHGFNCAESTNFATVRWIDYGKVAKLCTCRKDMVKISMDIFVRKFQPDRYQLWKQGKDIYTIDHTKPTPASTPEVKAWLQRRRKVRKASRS
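reagent = H3K9me3 peptide substrate, Fe(II), 2-oxoglutarate | system = GST-tagged GASC-1 (JMJD2C) catalytic fragment, aa 2-372 | amount = enzyme final amount 10 nM | read-out = Fall in 671/618 emission ratio as inhibition | medium = HEPES buffer, pH 7.5, plus ascorbate | schedule = 30 min reaction, 60 min detection, RT | measured by = LANCE TR-FRET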
C diff growth: C. difficile growth inhibitors, primary screen, HTS | AID 1259249, 2017 | actives 0.25% (n = 86,000) | Clostridium difficile clinical isolate growth, OD600, 24 h; hits give low values | growth activity, negative = inhibition, % at 16 µg/mL (by protocol);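 active = mean growth activity at or below -80% and every replicate also at or below -80%; inconclusive = mean at or below -80% but some replicate above -80%; inactive = mean growth activity above -80%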;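 note: 0% = DMSO wells and -100% = levofloxacin 16 µg/mL wells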
T cruzi growth: T. cruzi intracellular proliferation inhibitors, primary screen, cell-based, beta-gal Tulahuen parasites, NIH3T3 host, luminescence | inhibition, % at 8.34 µM | T. cruzi beta-gal in NIH3T3, GalScreen luminescence, 90 h | actives 5.9% (n = 77,000);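 active = mean inhibition above about 93%, with at least 55% of replicates each passing it, limit read from the data, passing the limit was not always enough; inconclusive = only one of those two conditions holds; inactive = neither condition holds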
The depositor's hits bear a star; u = inconclusive; x = no result given; & = joins results of further samples.

SMILES	Pf Dd2 inh	GASC1 inh	C diff growth	T cruzi growth
O=C(Nc1ccc2c(c1)OCO2)N[C@@H]1CC[C@@H](CCNC(=O)C2CCCC2)O[C@H]1CO	-72.9	0.1	-0.1	x
C[C@@H]1CN([C@@H](C)CO)C(=O)c2cc(NC(=O)CCN3CCOCC3)ccc2O[C@H]1CN(C)Cc1ccncc1	5.0	0.4	-4.3	23.2
Cc1ccc(S(=O)(=O)N(C)C[C@@H]2OCc3cnnn3CCCC(=O)N([C@H](C)CO)C[C@H]2C)cc1	-13.2&7.7	2.1	1.5	1.6&25.6
C[C@@H]1CN([C@H](C)CO)C(=O)c2cc(NS(=O)(=O)c3ccc(F)cc3)ccc2O[C@@H](C)CCCCO[C@@H]1CN(C)C(=O)CCC(F)(F)F	-52.7	-0.5	-4.1	x
O=C(C[C@@H]1C=C[C@@H](NC(=O)C2CC2)[C@@H](CO)O1)NCc1ccncc1	10.8	1.8	4.0	x
C[C@H](CO)N1C[C@H](C)[C@H](CN(C)CC2CCCCC2)Oc2c(NC(=O)c3nc4ccccc4s3)cccc2C1=O	-51.5	0.0	8.3	78.0
C[C@@H]1CN([C@@H](C)CO)C(=O)Cc2cc(NC(=O)Nc3cccc4ccccc34)ccc2O[C@H]1CN(C)Cc1ccc(Cl)c(Cl)c1	-17.2	-1.6	4.6	75.0
O=C(C[C@@H]1C[C@H]2c3cc(NC(=O)Nc4ccc(C(F)(F)F)cc4)ccc3O[C@H]2[C@@H](CO)O1)NCCc1ccccc1	-20.8	-1.5	9.1	74.2
CCCc1cn(CC[C@H]2CC[C@@H](NC(=O)C3CCOCC3)[C@H](CO)O2)nn1	-1.5	0.0	-3.4	-36.6
CN1C(=O)c2cc(NC(=O)Nc3ccccc3Cl)ccc2OC[C@H]2O[C@H](CC(=O)NCCCN3CCOCC3)CC[C@H]21	x	-1.0	-6.2	-43.3
COc1ccc(NC(=O)Nc2ccc3c(c2)C(=O)N([C@@H](C)CO)C[C@@H](C)[C@@H](CN(C)CC2CCCCC2)O3)cc1	14.6	0.9	5.6	9.1
COCC(=O)N1[C@H](CN(C)C(=O)c2cccnc2)[C@@H](c2ccccc2)[C@@H]1CO	-22.1	0.1	-1.5	-0.5
Cc1cccc(-c2ccc([C@@H]3[C@H]4CN(C(=O)c5ccccc5)CC(=O)N4[C@H]3CO)cc2)c1	-35.0	-2.2	-1.7	x
COc1ccccc1C#Cc1ccc2c(c1)O[C@H](CN(C)Cc1cncnc1)[C@@H](C)CN([C@H](C)CO)S2(=O)=O	-45.0	0.5	1.0	92.0
CN1[C@@H]2c3ccc(C4=CCCCC4)c(=O)n3C[C@@H]2[C@@H](CO)[C@@H]1C(=O)NCc1ccccc1	-8.9	3.2	-1.6	102.7*
C[C@@H]1CN([C@H](C)CO)S(=O)(=O)c2ccc(C3=CCCCC3)cc2O[C@@H]1CN(C)Cc1cccnc1	-9.7	-2.1	-9.3	x
Cn1cnc(S(=O)(=O)N2CC[C@@H]3[C@H]2c2cc(-c4ccccc4)ccc2N[C@@H]3CO)c1	0.4	-1.3	-24.3	u
C[C@H]1CN([C@@H](C)CO)C(=O)c2cc(NS(=O)(=O)c3ccccc3)ccc2O[C@H]1CN(C)C(=O)NC1CCCCC1	3.6	0.8	-1.3	-4.0
C[C@@H]1CN([C@@H](C)CO)C(=O)Cc2cc(NC(=O)CCCCCC(=O)Nc3ccccc3N)ccc2O[C@@H]1CN(C)C	8.6	-0.4	2.3&-0.8	x
CO[C@@H]1CN(C)C(=O)c2ccc(NC(=O)C3CC3)cc2OC[C@H](C)N(C(=O)C2CCCCC2)C[C@@H]1C	-45.1	0.2	0.5	36.4
CN(C[C@H]1[C@H](c2ccccc2)[C@@H](CO)N1C(=O)c1ccccc1)C(=O)C1CCC1	2.2	-2.0	-5.5	73.0
CN1C(=O)c2cc(NC(=O)C3CC3)ccc2OC[C@@H]2O[C@@H](CC(=O)NCCN3CCCC3)CC[C@H]21	-18.1	0.5	1.4	27.7
CO[C@H]1CN(C)C(=O)c2ccc(NC(=O)c3cc(C)on3)cc2OC[C@H](C)N(C)C[C@@H]1C	15.2	0.3	-0.7	x
CC(=O)N(C)C[C@H]1Oc2cc(C#CCC3CCCC3)ccc2S(=O)(=O)N([C@H](C)CO)C[C@@H]1C	-22.0	u	12.3	65.9
O=C(Cc1ccccc1)N1CC[C@H]2[C@H](CO)Nc3ccc(C#Cc4ccccc4)cc3[C@H]21	-30.2	-2.6	-1.6	119.4*
C[C@H](CO)N1C[C@H](C)[C@@H](CN(C)S(=O)(=O)c2cccs2)Oc2c(NS(C)(=O)=O)cccc2C1=O	24.7	x	x	-5.5
C[C@H]1CN([C@@H](C)CO)C(=O)Cc2cc(NC(=O)Nc3cccc4ccccc34)ccc2O[C@H]1CN(C)S(=O)(=O)c1cccs1	-12.8	-0.9	-0.9	6.2
C[C@H]1CN([C@@H](C)CO)S(=O)(=O)c2ccc(-c3ccccc3)cc2O[C@@H]1CN(C)Cc1ccccc1C(=O)O	16.0	x	-4.6	-74.9
CNC[C@@H]1Oc2ccc(NC(=O)Cc3cn(C)c4ccccc34)cc2C(=O)N([C@H](C)CO)C[C@H]1C	8.2	1.5&-0.3	1.6	16.1
C[C@@H]1CN([C@H](C)CO)C(=O)c2cc(/C=C/c3ccccc3)cnc2O[C@@H]1CN(C)S(=O)(=O)c1ccc(F)cc1	-34.5	-1.2	2.5	80.0*
Cc1noc(C)c1S(=O)(=O)Nc1ccc2c(c1)C(=O)N([C@H](C)CO)C[C@H](C)[C@@H](CN(C)C(=O)Nc1ccc(F)cc1)OCCCC[C@H](C)O2	-19.4	0.9	-0.5	25.3
C[C@@H]1CCCCO[C@H](CN(C)Cc2ccncc2)[C@@H](C)CN([C@H](C)CO)C(=O)c2cc(NC(=O)Nc3cccc4ccccc34)ccc2O1	58.4	-1.8	1.3	-9.8
CCCC(=O)Nc1ccc2c(c1)C(=O)N(C)C[C@H](OC)[C@H](C)CN(C(=O)c1cnccn1)[C@@H](C)CO2	-9.9	0.7	0.4	38.4
C/C=C/c1ccc([C@@H]2[C@@H](CO)N3C(=O)CN(C(=O)Nc4ccc(F)cc4)C[C@H]23)cc1	11.7	-0.1	-10.9	x
O=C(CN1CCOCC1)NCC[C@H]1CC[C@H](NC(=O)Nc2ccccc2)[C@H](CO)O1	15.2	x	-7.5	12.6
C[C@@H]1CN([C@H](C)CO)C(=O)c2cc(NC(=O)Nc3ccc4c(c3)OCO4)ccc2O[C@@H](C)CCCCO[C@@H]1CN(C)S(=O)(=O)c1ccc(Cl)cc1	-87.8*	0.8	7.2	50.6
C[C@H](CO)N1C[C@H](C)[C@H](CN(C)Cc2ccccc2)Oc2ccc(NC(=O)Cc3ccccc3)cc2CC1=O	-9.6	8.8	-8.9	43.2
Cc1ccc(S(=O)(=O)Nc2ccc3c(c2)C(=O)N([C@H](C)CO)C[C@H](C)[C@@H](CN(C)S(=O)(=O)c2cccs2)OCCCC[C@H](C)O3)cc1	x	-0.5	-7.2	x
O=C(C[C@@H]1CC[C@H](NC(=O)C2CCOCC2)[C@@H](CO)O1)NCC1CC1	8.0	-0.5	-2.8	x
O=C(C[C@H]1CC[C@@H]2[C@H](COC[C@H](O)CN2C(=O)c2ccc3c(c2)OCO3)O1)NC1CCC1	7.2	2.4	12.2	-10.8
CO[C@@H](CN(C)CC1CCOCC1)[C@@H](C)CN(C(=O)Nc1ccc(F)cc1)[C@H](C)CO	15.1	-0.9	x	32.7
COc1ccc2c3c(n(C)c2c1)[C@H](CO)N(C(=O)C1CCCC1)CC31CCN(CC2CCCC2)CC1	-75.9	-2.0	6.2	x
C[C@@H]1CN([C@@H](C)CO)C(=O)c2ccccc2-c2ccccc2CO[C@@H]1CN(C)C(=O)C1CC1	38.7	-1.2	0.3	4.1
O=S(=O)(Cc1ccccc1)N1CCCCN2[C@H](CO)[C@H](c3ccc(-c4cncnc4)cc3)[C@@H]2C1	-11.7	-1.1	2.4	-75.0
O=C(Nc1ccc(Cl)cc1)N[C@H]1CC[C@@H](CCNC(=O)c2ccccc2F)O[C@H]1CO	-2.9	x	1.0	36.2
O=C(C[C@H]1C[C@H]2c3cc(NC(=O)Nc4ccc(C(F)(F)F)cc4)ccc3O[C@H]2[C@@H](CO)O1)NCc1ccc2c(c1)OCO2	-10.9	2.1	3.7	54.7
CC(C)NC(=O)N(C)C[C@@H]1OCCCC[C@H](C)Oc2ccc(NC(=O)Nc3ccccc3)cc2C(=O)N([C@H](C)CO)C[C@@H]1C	3.2	1.7	-4.3	13.9
C[C@H](CO)N1C[C@H](C)[C@H](CN(C)C(=O)Cc2ccccc2)OCc2cn(nn2)CCCC1=O	4.1	1.3	-1.6	49.7
CCCC#Cc1ccc2c(c1)O[C@H](CN(C)C(=O)CN(C)C)[C@@H](C)CN([C@@H](C)CO)S2(=O)=O	-39.4	0.3	2.6	x
CNC[C@H]1Oc2c(NS(=O)(=O)c3ccc(F)cc3)cccc2C(=O)N([C@@H](C)CO)C[C@@H]1C	15.3	-1.5	-4.4	12.0
CC(C)C#Cc1ccc([C@@H]2[C@@H](CO)N(C(=O)C3CCOCC3)[C@H]2C#N)cc1	20.1	0.6	1.6	73.9
O=C(N[C@H]1CC[C@H](CCNS(=O)(=O)c2ccc(F)cc2)O[C@H]1CO)c1ccccn1	7.9	-0.5	1.9	10.6
CN1CCN(C(=O)C[C@H]2C[C@@H]3c4cc(NC(=O)Nc5ccccc5)ccc4O[C@@H]3[C@H](CO)O2)CC1	-20.6	-1.9	4.4	13.0
C[C@H](CO)N1C[C@H](C)[C@@H](CN(C)S(=O)(=O)c2cn(C)cn2)Oc2ncc(/C=C/c3ccccc3)cc2C1=O	-18.5	-0.8	-7.8	9.0
O=C(C[C@H]1C=C[C@H](NC(=O)Nc2ccc(C(F)(F)F)cc2)[C@@H](CO)O1)NCc1ccccn1	-3.2	-1.0	0.7	-3.2
O=C(Cc1ccccn1)N[C@H]1CC[C@H](CCn2cc(-c3ccccc3)nn2)O[C@@H]1CO	11.7	-2.1	x	13.7
C[C@@H]1CN([C@H](C)CO)C(=O)c2cc(C#Cc3cccc(F)c3)cnc2O[C@H]1CN(C)CC1CCCC1	-77.4	0.3	27.0	61.0
Cc1ccc(-c2ccc([C@H]3[C@H](CO)N4CCCCN(C)C[C@@H]34)cc2)cc1	9.8	-1.7	-2.3	94.7
COc1ccc2c3c([nH]c2c1)[C@@H](CO)NCC31CN(C(=O)Nc2ccc(F)cc2F)C1	59.4	0.9	19.2	x
O=C(Nc1ccc(F)cc1)N1C[C@H]2[C@@H](c3ccccc31)[C@@H](CO)N2Cc1ccccc1	-15.6	-0.2	2.2	53.2

Continuation:
SMILES	Pf Dd2 inh	GASC1 inh	C diff growth	T cruzi growth
O=C(C[C@@H]1C[C@@H]2c3cc(NC(=O)Nc4ccccc4)ccc3O[C@@H]2[C@H](CO)O1)NC1CCCCC1	-13.7	-1.6	x	11.9
C[C@@H]1CCCCO[C@H](CN(C)S(=O)(=O)c2ccccc2)[C@H](C)CN([C@H](C)CO)C(=O)c2cc(NS(=O)(=O)c3ccc(Cl)cc3)ccc2O1	-36.1	-1.8	-7.0	116.9*
Cc1ccccc1S(=O)(=O)NCC[C@H]1CC[C@H](NC(=O)C2CCCC2)[C@@H](CO)O1	2.9	0.1	-0.3	x
CN(C)c1ccc2c(c1)[C@@H]1C[C@@H](CC(=O)NCc3ccccc3F)O[C@H](CO)[C@@H]1O2	27.3	11.0	-0.6	8.5
N#C[C@@H]1[C@H](c2ccccc2-c2ccccc2F)[C@H](CO)N1C(=O)C1CCOCC1	-78.2	-0.5	-10.9	x
COc1ccc(NC(=O)Nc2ccc3c(c2)CC(=O)N([C@@H](C)CO)C[C@@H](C)[C@@H](CN(C)C(=O)Nc2ccc(C(F)(F)F)cc2)O3)cc1	25.4	-0.9	-3.3	38.4
C[C@@H]1CN([C@@H](C)CO)C(=O)c2cc(C3=CCCC3)cnc2O[C@@H]1CN(C)C(=O)c1ccc(F)cc1	-38.6	5.4	3.7	52.7

Whole records, quoted from the list. Order of screens: Pf Dd2 inh, GASC1 inh, C diff growth, T cruzi growth
Entry for C[C@@H]1CCCCO[C@H](CN(C)S(=O)(=O)c2ccccc2)[C@H](C)CN([C@H](C)CO)C(=O)c2cc(NS(=O)(=O)c3ccc(Cl)cc3)ccc2O1 → -36.1, -1.8, -7.0, 116.9*
Entry for COc1ccc(NC(=O)Nc2ccc3c(c2)CC(=O)N([C@@H](C)CO)C[C@@H](C)[C@@H](CN(C)C(=O)Nc2ccc(C(F)(F)F)cc2)O3)cc1 → 25.4, -0.9, -3.3, 38.4
Entry for N#C[C@@H]1[C@H](c2ccccc2-c2ccccc2F)[C@H](CO)N1C(=O)C1CCOCC1 → -78.2, -0.5, -10.9, x
Entry for Cc1ccccc1S(=O)(=O)NCC[C@H]1CC[C@H](NC(=O)C2CCCC2)[C@@H](CO)O1 → 2.9, 0.1, -0.3, x
Entry for CN(C)c1ccc2c(c1)[C@@H]1C[C@@H](CC(=O)NCc3ccccc3F)O[C@H](CO)[C@@H]1O2 → 27.3, 11.0, -0.6, 8.5
